# High-throughput results deposited in PubChem BioAssay by The Scripps Research Institute Molecular Screening Center.
# OX1R antag-1 – antagonists of human orexin 1 receptor; CHO/OX1R cells, Fluo-8 calcium fluorescence, orexin A; inhibition, % at 5 µM; hit rate 0.43% among 330,000; AID 434989;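 active = inhibition above its plate's threshold, mean inhibition of all tested compounds on the plate plus 3 SD, cut at about 37% in these data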;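 note: 0% = orexin A challenge wells and 100% = SB-334867-A antagonist wells; not every result past the cut was called active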
# Target sequence (O43613 whole entry, looked up): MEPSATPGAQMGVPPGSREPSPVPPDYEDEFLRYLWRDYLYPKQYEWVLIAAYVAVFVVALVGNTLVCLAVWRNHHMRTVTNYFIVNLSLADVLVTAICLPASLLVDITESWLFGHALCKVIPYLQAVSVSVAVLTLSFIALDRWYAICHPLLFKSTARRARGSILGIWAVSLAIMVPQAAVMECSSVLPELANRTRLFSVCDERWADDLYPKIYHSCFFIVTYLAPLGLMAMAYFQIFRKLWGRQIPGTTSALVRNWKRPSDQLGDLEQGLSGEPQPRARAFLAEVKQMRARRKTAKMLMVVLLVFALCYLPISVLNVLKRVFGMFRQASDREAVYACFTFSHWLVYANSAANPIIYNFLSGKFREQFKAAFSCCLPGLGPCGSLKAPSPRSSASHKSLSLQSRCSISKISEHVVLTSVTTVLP
# OX1R antag-2 – blocks the human orexin 1 receptor | OX1R-expressing cells, FRET antagonist read-out | O43613 | inhibition, % at 6.6 µM | hit rate 1.8% among 330,000 | AID 485270; in the data active = inhibition mostly above about 38%, no sharp cut-off; inactive = mostly below about 40%;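 note: 0% = agonist challenge alone and 100% = reference antagonist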
# Active calls of the source: *.
SMILES,OX1R antag-1,OX1R antag-2
O=C(NCCN1CCOCC1)c1ccc(CSCc2cccc(Cl)c2)o1,-8,2
Cc1cc(N2CCCC2)nc2c(C)cccc12,-6,12
COc1ccccc1C(CNC(=O)c1ccc(C)c(S(=O)(=O)N2CCCCC2)c1)N(C)C (stereo unspecified),-26,4
Cc1ccc(NC(=O)c2cc(=O)[nH]c3ccc(S(=O)(=O)N4CCOCC4)cc23)nc1,-7,8
CCC(C)NC(=O)c1ccc(NC(=O)CC2SC(N3CCCC3)=NC2=O)cc1 (stereo unspecified),2,-2
C=CCn1c(SCC(=O)Nc2cc(C)on2)nc2c([nH]c3ccccc32)c1=O,-18,9
CCOc1cc(/C=N/n2c(C)nc3ccccc3c2=O)ccc1O,-22,15
O=C(CNC(=O)Cc1ccccc1)N=Nc1c(O)[nH]c2ccccc12,-17,45*
CCN(CC)S(=O)(=O)c1ccc(OC)c(NS(=O)(=O)c2ccc(F)cc2)c1,-17,17
N/C(=N\OC(=O)c1ccc2c(c1)OCO2)c1cccc(Br)c1,4,14
Cc1ccc(NC(=O)COC(=O)c2cc(=O)c3ccccc3o2)c(Br)c1,-7,4
Cc1ccccc1CN(c1ccc(C(=O)N2CCCC2)cc1)S(C)(=O)=O,15,11
COc1ccc(C2=NOC(C(=O)NC3CCCCC3)C2)cc1OC (stereo unspecified),-24,6
Cc1cccc(-n2c(O)c(C=NCCCN3CCOCC3)c3ccccc3c2=O)c1,-10,9
O=C(CSc1ccc(-c2cccc([N+](=O)[O-])c2)nn1)N1CCCCCC1,-29,17
O=C(OCc1cccc(F)c1)c1cc2ccccc2cc1O,-23,7
COc1ccc(C(=O)N/C(=C\c2ccccc2)C(=O)NCc2cccnc2)cc1,2,6
CCOC(=O)c1[nH]c(C)c(C(=O)OC(C)C(=O)Nc2ncc(Cl)cc2Cl)c1C (stereo unspecified),-41,37
CCN(CC)S(=O)(=O)c1cc(NC(=O)CN2C(=O)NC(C)(c3ccccc3)C2=O)ccc1C (stereo unspecified),-28,23
COc1c(C)cccc1C(=O)NCc1ccc2c(c1)OCO2,-18,-8
CCC(C)[C@H](N)c1nnc(SCC(=O)c2ccc(Cl)cc2)o1 (stereo partly specified),-13,14
COc1ccc(-c2nc3ccc(C)cc3c(=O)o2)cc1OC,-8,18
O=C1C2C3C=CC(C3)C2C(=O)N1c1ccccc1OS(=O)(=O)c1ccccc1 (stereo unspecified),5,71*
CC(=O)Nc1ccc(S(=O)(=O)N2CCCC3CCCCC32)cc1 (stereo unspecified),11,6
CC1(C)C(=O)OC(c2c(F)c(F)c(F)c(F)c2F)C2(CCCCC2)C1=O (stereo unspecified),-34,22
NC(=O)NOCc1ccccc1F,2,5
COc1ccc(C(=O)CSc2ccc(-c3ccccc3)nn2)cc1,7,69*
CCCCNC(=O)c1ccc(/C=C2\Oc3ccccc3N(C)C2=O)cc1,-3,40
CCC12CN(S(=O)(=O)c3ccc(C)cc3)CC(CC)(CN(S(=O)(=O)c3ccc(C)cc3)C1)C2=O,-32,3
CN(C)C(=O)C(=O)c1cccn1-c1cccc(Cl)c1C#N,12,24
Cc1ccc(C(=O)OCCN2CCN(c3ncc(C(F)(F)F)cc3Cl)CC2)cc1,2,3
CCOc1ncccc1C(=O)OCc1nnc(-c2ccccc2)o1,-18,6
Clc1ccccc1-c1nnc(-c2ccc3c(c2)OCO3)o1,-20,61
O=C(CCn1nc(-c2ccc(F)cc2)ccc1=O)NCc1ccccc1,-16,9
O=C1CSC(c2ccccc2F)N1c1cc(Cl)ccc1O (stereo unspecified),-22,10
C=CCNC(=O)c1ccccc1NC(=O)c1ccccc1N(C)S(C)(=O)=O,-19,18
COc1ccccc1C1=NOC(C(=O)N2CCN(C(=O)c3ccco3)CC2)C1 (stereo unspecified),1,17
COc1cccc(N2C(=O)Nc3ccc(Br)cc3C2(O)C(=O)NCCN(C)C)c1 (stereo unspecified),-14,2
Cc1ccccc1C1C(C#N)=C2N=C(N)c3c(sc4c3CCCCC4)N2C2=C1C(=O)CCC2 (stereo unspecified),-9,21
COC(=O)c1ccc(NC(=O)Cn2c(-c3nonc3N)nc3ccccc32)cc1,-3,16
Cn1c(SCC(=O)C(C)(C)C)nnc1-c1ccccn1,-19,11
Cc1cc(NC(=O)c2cc([N+](=O)[O-])cc([N+](=O)[O-])c2)no1,-22,57*
CCOC(=O)CS(=O)(=O)c1nc(-c2ccc(F)cc2)cc(C(F)(F)F)n1,9,21
CC(OC(=O)c1ccc2noc(-c3ccccc3)c2c1)C(N)=O (stereo unspecified),-20,21
CCOC(=O)c1c(CN2CCOCC2)oc2ccc(OC(C)=O)cc12,-6,12
CCC1C(=O)N=C(SCC(=O)Nc2ccc(S(N)(=O)=O)cc2)NC1=O (stereo unspecified),-2,14
CN(CC(=O)Nc1ccc(F)cc1)C(=O)COC(=O)c1ccccc1,-14,14
CCOc1ccccc1NC(=O)CC1Nc2ccccc2NC1=O (stereo unspecified),3,10
CCN(CC)Cc1ccccn1,-8,11
COc1ccc(C(=O)N2CCN=C2SC)cc1,-5,-1
CCCN(C(=O)Cc1coc2cc(OC)ccc12)C1CCS(=O)(=O)C1 (stereo unspecified),-25,5
CCN(C(=O)CN1CCN(Cc2ccccc2)CC1)c1c(N)n(Cc2ccccc2)c(=O)[nH]c1=O,-17,3
CCc1ccc(OCC(=O)Nc2ccc(CN3CCCCC3)cc2)cc1,-34,8
CS(=O)(=O)Nc1ccc(Oc2ncccn2)cc1,-11,10
CCCc1nn(C)c(C(=O)Nc2ccc(C(C)(C)C)cc2)c1Cl,-40,30
CC(C)CCOc1ccc(C2CC(=O)N(C)C2=O)cc1 (stereo unspecified),-7,5
Cc1ccc(S(=O)(=O)N(C)C)cc1NC(=O)COC(=O)C1CCN(S(=O)(=O)c2cccs2)CC1,-9,9
CCOC(=O)C1C(=O)NCC2CCCC21 (stereo unspecified),-10,16
O=C1CCN(S(=O)(=O)c2ccccc2)CCN1CCOCc1ccc(Cl)cc1,-18,16
Cc1cc(C)cc(NC(=O)C2CCCN2C(=O)NC2CCCCC2)c1 (stereo unspecified),-11,5
# Continuation:
SMILES,OX1R antag-1,OX1R antag-2
CC(OC(=O)c1nn(C)c(=O)c2ccccc12)C(=O)Nc1ccc(S(N)(=O)=O)cc1 (stereo unspecified),-9,19
COc1ccc(S(=O)(=O)CCc2nnc(NC(=O)c3cccs3)s2)cc1,-5,1
Cc1cccn2c(NC(=O)c3ccccc3F)c(-c3ccccc3)nc12,-36,-1
O=C(O)COc1ccc(-c2nc(-c3ccccc3)c(-c3ccccc3)[nH]2)cc1,-9,26
O=C(COC(=O)c1ccc(Br)o1)NCCCc1ccccc1,-3,12
CCCCCCCSc1nnc(N)s1,-1,36
Cc1cc(C(=O)CN2CC(C)OC(C)C2)c(C)n1-c1ccccc1 (stereo unspecified),-35,19
c1ccc(C2CCCN(Cc3nc(CC4CC4)no3)CC2)cc1 (stereo unspecified),-27,18
CC(=O)Oc1ccc(-c2ccc(C(=O)NCCc3ccc(S(N)(=O)=O)cc3)cc2)cc1,-9,16
Cc1ccc(S(=O)(=O)/N=C(/Nc2ccc([N+](=O)[O-])cc2)c2ccccc2)cc1,-12,10
Cn1c(CCNC(=O)c2ccccc2F)nnc1SCC(=O)Nc1nncs1,1,5
Cc1ccc(NC(=O)c2cccnc2)c([N+](=O)[O-])c1,4,18
COc1ccc(NC(=O)NC23CC4(C)CC(C)(CC(C)(C4)C2)C3)cc1,-26,14
Cc1cc(NC(=O)COc2ccc3oc4ccccc4c3c2)no1,-7,30
CC(C)N1CCC(N2CCN(CC#Cc3ccccc3)CC2CCO)CC1 (stereo unspecified),-12,9
Cc1cccc(N2CCN(C(=O)NC(C)c3ccc(F)c(F)c3)CC2)c1C (stereo unspecified),-8,-9
O=C(Nc1cc(S(=O)(=O)N2CCOCC2)ccc1N1CCOCC1)c1ccccc1Cl,-16,10
COCCCNC(=S)NNC(=S)Nc1cccc(Cl)c1,-2,7
Cn1c(=O)c(Oc2ccc(F)cc2)c(O)c2ccccc21,-3,0
CCN(CC)CCNC(=O)C12CC3CC(C)(CC(C)(C3)C1)C2,-5,12

# Exported with two lines to a compound: entries from further up
# Each structure is followed by: OX1R antag-1 | OX1R antag-2
O=C(O)COc1ccc(-c2nc(-c3ccccc3)c(-c3ccccc3)[nH]2)cc1
    -9 | 26
O=C(COC(=O)c1ccc(Br)o1)NCCCc1ccccc1
    -3 | 12
CCCCCCCSc1nnc(N)s1
    -1 | 36
Cc1cc(C(=O)CN2CC(C)OC(C)C2)c(C)n1-c1ccccc1 (stereo unspecified)
    -35 | 19
c1ccc(C2CCCN(Cc3nc(CC4CC4)no3)CC2)cc1 (stereo unspecified)
    -27 | 18
CC(=O)Oc1ccc(-c2ccc(C(=O)NCCc3ccc(S(N)(=O)=O)cc3)cc2)cc1
    -9 | 16
Cc1ccc(S(=O)(=O)/N=C(/Nc2ccc([N+](=O)[O-])cc2)c2ccccc2)cc1
    -12 | 10
Cn1c(CCNC(=O)c2ccccc2F)nnc1SCC(=O)Nc1nncs1
    1 | 5
Cc1ccc(NC(=O)c2cccnc2)c([N+](=O)[O-])c1
    4 | 18
COc1ccc(NC(=O)NC23CC4(C)CC(C)(CC(C)(C4)C2)C3)cc1
    -26 | 14
Cc1cc(NC(=O)COc2ccc3oc4ccccc4c3c2)no1
    -7 | 30
CC(C)N1CCC(N2CCN(CC#Cc3ccccc3)CC2CCO)CC1 (stereo unspecified)
    -12 | 9
Cc1cccc(N2CCN(C(=O)NC(C)c3ccc(F)c(F)c3)CC2)c1C (stereo unspecified)
    -8 | -9
O=C(Nc1cc(S(=O)(=O)N2CCOCC2)ccc1N1CCOCC1)c1ccccc1Cl
    -16 | 10
COCCCNC(=S)NNC(=S)Nc1cccc(Cl)c1
    -2 | 7
Cn1c(=O)c(Oc2ccc(F)cc2)c(O)c2ccccc21
    -3 | 0
CCN(CC)CCNC(=O)C12CC3CC(C)(CC(C)(C3)C1)C2
    -5 | 12

# (continued)
SMILES,OX1R antag-1,OX1R antag-2
COc1ccc(NS(=O)(=O)c2ccc3oc(Nc4ccc5c(c4)OCCO5)nc3c2)cc1,4,68
O=C(Cc1ccccc1)N/N=C/c1cc(Br)cs1,-19,7
CN1CCN(CCCNC(=O)CCC(=O)N2CCOc3ccccc32)CC1,-24,-1
C=C(C)COc1ccc(-c2[nH]ncc2-c2ccccc2)c(O)c1,13,1
CCOc1ccc(S(=O)(=O)N2CCN(C(=O)C3CC3C)CC2)cc1 (stereo unspecified),-27,4
CC(=O)NCCOC(=O)Nc1cccnc1,-16,21
COc1cc(NC(=O)c2noc3c2CCC3)c(OC)cc1Cl,-11,6
CN(C)c1cccc(C(=O)NC2CCCCCC2)c1,-15,17
Cc1ccnc2nc(C(=O)OCC(=O)N(CC(C)C)CC(C)C)nn12,-20,9
COc1cccc2oc(-c3ccco3)cc(=O)c12,-4,29
CCOC(=O)c1c(C)n(C)c2ccc(OCC(O)CN3CCC(C)CC3)cc12 (stereo unspecified),-13,6
CCOC(=O)c1[nH]c(C)c(C(=O)NC2CCN(C(=O)OCC)CC2)c1C,-6,17
Cc1ccccc1NC(=O)CCC(=O)N/N=C/c1ccc(F)cc1,6,9
COc1ccc(-c2cc(C(=O)NCc3cccnc3)no2)cc1,6,4
O=C(C1CCN(S(=O)(=O)c2ccc(Br)s2)CC1)N1CCN(c2ccccc2)CC1,-22,11
COc1ccccc1-c1nc(C#N)c(N2CCCCCC2)o1,-30,7
NC(=O)c1ccsc1NC(=O)CSc1ncnc2sccc12,16,18
Cc1onc(-c2ccccc2)c1C(=O)N/N=C/c1cccc(O)c1,-1,10
CCn1c(CN2CCN(c3ccc(Cl)cc3)CC2)nc2ccccc21,-6,10
CSc1nc2n(n1)C(c1cc(Br)ccc1F)C(C(=O)N(C)C)=C(C)N2 (stereo unspecified),-27,11
COc1ccc(C2CC(=O)N3CN(Cc4ccco4)CSC3=C2C#N)cc1 (stereo unspecified),-28,16
COc1ccccc1-c1ccc(SCc2ccc(F)cc2)nn1,-33,9
COc1cccc(CN(C)C(=O)c2ccc(NC(=O)CC3SC(N4CCCC4)=NC3=O)cc2)c1OC (stereo unspecified),-2,11
CN(CC(=O)Nc1cccc(F)c1)C(=O)c1ccc2c(c1)S(=O)(=O)N=C1CCCCCN12,-11,4
Cc1nc2c(ccc3nc(NC(=O)c4ccc(S(=O)(=O)N(C)C)cc4)sc32)s1,-3,58
Cc1oc2ccc(OCc3ccccc3F)cc2c1C(=O)O,-12,24
CN(CC(=O)Nc1ccccc1Cl)C(=O)Cn1cc(C(F)(F)F)ccc1=O,-16,12
O=C(/C=C/c1ccc([N+](=O)[O-])cc1)NCCSc1ccccc1,-12,25
N=c1sccn1CC(=O)N1CCc2ccccc21,-6,27
Cc1ncsc1CCC(=O)N1CCCC(Nc2ccc(F)c(F)c2)C1 (stereo unspecified),-7,38
COc1cccc(NC(=O)COc2cccc3c2CCNC3=O)c1,-19,18
CC1C(=O)N(Cc2ccc(F)cc2)c2ccccc2N1C(=O)c1c(F)cccc1F (stereo unspecified),15,9
Cc1ccc2nc(NC(=O)CCNS(=O)(=O)c3cccs3)sc2c1,5,20
O=C(CSc1nnc2scc(-c3ccccc3)n12)Nc1nsc(-c2ccc(Cl)cc2)n1,-28,19
CCN(C(=O)CSc1nnc(COc2ccccc2F)n1N)C1CCS(=O)(=O)C1 (stereo unspecified),-18,20
CC(C)(C)c1ccc(C(=O)NCC(=O)OCN2C(=O)c3ccccc3C2=O)cc1,-8,-1
CC1(c2ccccc2)NC(=O)N(CC(=O)Nc2ccccc2C(=O)N2CCCCC2)C1=O (stereo unspecified),-11,18
CN1CCN(/N=C/c2ccc(Br)cc2)CC1,-2,16
CCc1cccc(NC(=O)CN2C(=O)NC3(CCCCCCC3)C2=O)c1,-20,0
CC(=O)OCC1OC(OC(C)=O)C(NC(=O)c2cccnc2)C(OC(C)=O)C1OC(C)=O (stereo unspecified),-15,16
CS(=O)(=O)Nn1cnc2ccccc2c1=O,4,-2
CCOC(=O)C1=C(C)c2ccccc2OC1C(=O)OCC (stereo unspecified),-27,11
CCOC(=O)CSc1nc(N2CCOCC2)c2c(c1C#N)CC(C)(C)OC2,-28,2
